High-throughput results from PubChem.
PMI act hi M6P = activators of human phosphomannose isomerase at near-saturating mannose 6-phosphate; P34949; coupled PMI enzyme assay, resazurin fluorescence, 20 min; stronger effect = higher value; 1 = untreated enzyme, 0 = substrate-free blank; activation factor at 20 µM; actives 0.34% (n = 190,000); AID 1216;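 active means activation factor of 2 or more at 20 µM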
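test system = human PMI in coupled enzyme assay | medium = HEPES-buffered pH 7.4 with magnesium and detergent | also added = 1.0 mM mannose-6-phosphate substrate with 0.22 mM NADP+ | compound = 20 µM single dose | times = 20 min incubation at room temperature | measured by = resorufin fluorescence (Ex 544/Em 590 nm) from resazurin via diaphorase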
G6PDH CS = inhibits Leuconostoc G6PDH, flagging false hits in G6PDH-based assays; actives 0.12% (n = 200,000); inhibition, % at 5 µM; Purified L. mesenteroides G6PDH, diaphorase/resazurin coupled fluorescence, 45 min
Lmaj promast = reduces viability of Leishmania major promastigotes; inhibition, % at 10 µM; resazurin fluorescence viability; actives 9% (n = 200,000);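 further: promastigotes grown with compound for 44 hours at 28 °C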
Diaph act CS = activates diaphorase or chemically reduces, flagging diaphorase assay artifacts; Diaphorase/resazurin coupled assay, resorufin fluorescence, 16 min; stronger effect = higher value; 1 = vehicle wells, 0 = NADH-free wells; activation factor at 20 µM; actives 0.005% (n = 190,000); AID 1229;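 active means diaphorase activity raised at least twofold by the compound at 20 µM; inactive means activation factor below 2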
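Material: bacterial diaphorase enzyme (C. kluyveri); amount: enzyme 0.07 U/mL final; reagent: NADH substrate 0.114 mM plus resazurin dye 0.1 mM, final; doses: single compound dose of 20 µM, 1% DMSO final; timing: 16 min enzyme reaction, ambient temperature; measured by: fluorescence of resorufin, 544 nm excitation, 590 nm emission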
Redox H2O2 prof = compounds producing H2O2 with reducing agent – biochemical, NIH compound library profiling, artefact control for MLSCN library redox annotation, primary screen | DTT-dependent redox cycling H2O2, phenol red/HRP absorbance; 100% = 100 µM peroxide control, 0% = buffer | activation, % at 10 µM | actives 0.03% (n = 200,000);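 active means activation of at least 50% relative to the plate's high and low controls in the primary single-dose screen; inactive means activation below 50%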;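 further: compound incubated with DTT at 0.8 mM final as the reducing agent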
S1P3 antagonist = blocks the human S1P3 receptor; Q99500; CHO S1P3 NFAT-BLA reporter, FRET fluorescence, antagonist mode; inhibition, % at 4.98 µM; actives 0.27% (n = 170,000);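 active means inhibition above the plate cutoff, the mean inhibition of test wells on that plate plus 3 SD, cut at about 28% in these data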;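 further: cells challenged with S1P at its EC80 of 0.8 µM; blue over green emission ratio from cleaved BLA substrate after 4 h stimulation; 0% = S1P-stimulated wells and 100% = unstimulated DMSO-only wells; some compounds past the cut are filed as inactive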
Diaph inh CS = counter-screen for diaphorase-based assays: diaphorase inhibitors and chemical oxidizers | diaphorase resazurin-to-resorufin fluorescence, NADH, 16 min; bacterial (C. kluyveri) enzyme, not human | inhibition, % at 20 µM | actives 0.69% (n = 190,000) | AID 1217;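 active means primary screen inhibition at 20 µM above a set limit, cut at about 50% in these data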;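 further: plate controls were DMSO with full reaction for no effect and wells lacking NADH for full effect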
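Benchmarks: positive control wells lacking NADH, neutral wells with DMSO only. System: bacterial diaphorase enzyme (C. kluyveri). Input: 0.14 U/mL diaphorase, enzyme working solution. Detection: resorufin fluorescence, excitation 544 nm, emission 590 nm. Times: 16-min room-temperature incubation before reading.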
PMI activator = activators of human phosphomannose isomerase; actives 0.005% (n = 190,000); activation factor at 20 µM; purified human PMI, coupled resazurin fluorescence, 20 min; stronger effect = higher value; 1 = vehicle control, 0 substrate-free wells; P34949;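 active means activation factor of 2 or more at 20 µM, relative to plate controls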
RAM inhibit = inhibitors of the yeast RAM network | S. cerevisiae dse1pr::URA3 reporter, 5-FOA growth OD615, 2 d; analog-sensitive cbk1-as2 kinase mutant strain | inhibition, % at 50 µM | AID 868 | actives 1.8% (n = 190,000);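 active means inhibition above a set limit, 3 SD over mean compound inhibition, cut at about 8.4% in these data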;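 further: 0% = DMSO-only wells with no growth and 100% = 10 µM 1-NA-PP1 full growth; inhibition rescues growth on 5-FOA so higher OD means more RAM inhibition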
Hsp70 activator = transcriptional activators of Hsp70 | activation, % at 10 µM | AID 1203 | actives 0.04% (n = 200,000) | HeLa Hsp70 promoter luciferase reporter, luminescence; scaled: vehicle 0, proteasome-inhibitor control 100%;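 active means activation above the mean across all tested compounds plus 3 SD, cutoff set per campaign, cut at about 5.5% in these data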;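 further: 100% = MG132 at 30 µM as the positive control and 0% = DMSO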
TLR4-MyD88 BLA = TLR4-MyD88 interaction inhibition in cells | O00206+Q99836 | HeLa CL3-4 TLR4/MyD88 BLA complementation, FRET ratio | inhibition, % at 8.4 µM | actives 0.18% (n = 200,000); in the data active means inhibition above about 25%;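 further: 0% = vehicle and 100% = reference inhibitor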
Target sequence (O00206 whole entry, looked up): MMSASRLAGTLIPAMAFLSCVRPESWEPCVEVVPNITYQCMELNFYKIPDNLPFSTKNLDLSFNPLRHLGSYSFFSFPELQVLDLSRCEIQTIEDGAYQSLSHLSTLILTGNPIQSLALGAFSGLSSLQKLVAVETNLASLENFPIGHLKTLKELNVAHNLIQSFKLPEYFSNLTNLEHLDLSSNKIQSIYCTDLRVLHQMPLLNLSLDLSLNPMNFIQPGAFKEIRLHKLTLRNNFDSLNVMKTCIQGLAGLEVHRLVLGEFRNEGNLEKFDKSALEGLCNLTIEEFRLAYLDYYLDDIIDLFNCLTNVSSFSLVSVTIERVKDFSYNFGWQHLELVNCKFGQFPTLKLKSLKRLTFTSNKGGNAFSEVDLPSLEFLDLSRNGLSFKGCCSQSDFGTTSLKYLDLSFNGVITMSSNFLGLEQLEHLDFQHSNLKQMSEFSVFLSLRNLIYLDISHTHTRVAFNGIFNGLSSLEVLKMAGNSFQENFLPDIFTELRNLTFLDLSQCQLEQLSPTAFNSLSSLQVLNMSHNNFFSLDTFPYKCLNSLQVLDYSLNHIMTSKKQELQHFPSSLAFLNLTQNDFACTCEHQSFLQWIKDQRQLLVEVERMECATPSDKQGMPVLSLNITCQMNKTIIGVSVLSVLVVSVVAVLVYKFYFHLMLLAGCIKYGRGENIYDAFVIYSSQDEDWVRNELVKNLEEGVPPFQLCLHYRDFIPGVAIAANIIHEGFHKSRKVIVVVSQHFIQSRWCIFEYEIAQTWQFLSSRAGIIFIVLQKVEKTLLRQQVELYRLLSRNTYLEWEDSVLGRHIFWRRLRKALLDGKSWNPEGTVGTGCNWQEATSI
Target sequence (Q99836 whole entry, looked up): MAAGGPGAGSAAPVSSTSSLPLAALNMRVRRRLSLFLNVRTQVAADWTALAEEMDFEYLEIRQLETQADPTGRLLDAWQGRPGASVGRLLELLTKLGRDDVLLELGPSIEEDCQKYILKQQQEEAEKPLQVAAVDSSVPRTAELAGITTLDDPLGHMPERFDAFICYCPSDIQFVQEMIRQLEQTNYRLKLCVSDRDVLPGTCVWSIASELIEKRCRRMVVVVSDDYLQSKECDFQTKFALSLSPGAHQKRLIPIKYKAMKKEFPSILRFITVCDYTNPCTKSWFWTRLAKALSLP
* hit, by the source's call; nt = no result given. Unless noted, no stated cut-off is given here; in the data, active means inhibition above about 50%; inactive means the rest.

SMILES	PMI act hi M6P	G6PDH CS	Lmaj promast	Diaph act CS	Redox H2O2 prof	S1P3 antagonist	Diaph inh CS	PMI activator	RAM inhibit	Hsp70 activator	TLR4-MyD88 BLA
O=C(c1ccccc1)N(Cc1ccc2c(c1)OCO2)Cc1nc2ccccc2c(=O)[nH]1	1	-7	3	0.8	0.4	-15	20	1	2.8	-0.3	-9
COc1ccccc1Oc1nc2c(c(=O)n(Cc3ccccc3F)c(=O)n2C)n1C	1.7	-49	-3	0.7	2.4	4	30	1.2	10*	0.0	11
COc1cccc(/C(C)=N/NC(=O)c2ccc(N(C)C)cc2)c1	1.1	2	-6	1	-5.3	nt	-1	1	1.6	0.3	4
O=[N+]([O-])c1ccccc1-c1nc(-c2ccc(Br)o2)no1	0.9	11	31	0.9	0.1	0	14	0.9	3.0	-0.2	-7
CC(CCc1ccccc1)NC(=O)c1ccc(NC(=O)c2ccc(Cl)cc2Cl)cc1 (stereo not drawn)	1	-11	-8	1	-0.2	-9	2	1	1.4	-0.4	2
CC(C)(C)c1csc(NC(=O)c2ccc3nccnc3c2)n1	0.8	5	42	0.8	-3.4	nt	18	0.9	0.9	0.0	0
COc1ccc(C)cc1Nc1nc(-c2c[nH]c3ccccc23)cs1	1.7	-26	20	0.8	0.1	6	18	1.5	3.6	0.1	-10
CCCCSc1ccc(NC(=O)c2cccnc2)cc1	0.9	2	-5	0.9	0.1	nt	14	0.9	1.5	0.0	-5
CCOC(=O)c1c(/N=C/c2cc(OC)cc([N+](=O)[O-])c2O)sc(C)c1C	0.9	-7	18	0.8	0.2	-9	15	0.9	9.5*	-0.3	2
CCOC(=O)C1CCN(C(=O)CN(C)S(=O)(=O)c2cc(C)ccc2OC)CC1	0.9	2	-6	0.8	-0.6	-23	18	0.8	1.4	-0.6	-2
COc1ccc(C(=O)O/N=C(\N)Cc2ccc(Cl)cc2Cl)cc1OC	0.9	-5	72*	1	0.0	-5	0	0.9	-0.3	-0.4	2
COc1cc(C(=O)Nc2nnc(CC(C)(C)C)s2)c([N+](=O)[O-])cc1OC	0.8	-2	-13	0.9	-0.3	-1	6	1	1.2	-0.4	3
O=C(CSc1nnc(C2COc3ccccc3O2)o1)Nc1ccc(F)cc1Cl (stereo not drawn)	0.9	6	-8	0.9	-0.7	-1	10	0.9	-0.8	-0.4	-2
O=S(=O)(c1cccc(-c2nc3n(n2)Cc2ccccc2-3)c1)N1CCCCC1	1	8	-8	1.1	0.6	nt	-5	1	3.0	-0.5	11
COc1ccccc1NC(=O)CN1CCCCC1	1	-4	-2	1	25	2	2	1	0.7	-0.2	10
CCCn1c(SCC(=O)OCC)nc(C(F)(F)F)cc1=O	1	0	2	0.9	-1.8	-14	6	1.1	1.4	2.2	-8
CC(=O)Nc1cccc(S(=O)(=O)N2CCCCCC2)c1	0.9	-18	-2	0.9	1.5	nt	10	0.9	0.7	-0.2	-43
CC(C)(OC(=O)NC(=O)C(F)(F)F)C(C)(C)OC(=O)NC(=O)C(F)(F)F	1	18	-7	0.8	-1.3	-9	15	1	0.0	-0.3	19
Cc1nn(-c2ccccc2)c(C)c1/C=N/NC(=O)CSc1nnc(SCc2ccc(Cl)cc2)s1	1	-27	2	0.9	1.1	4	14	0.9	0.2	-0.3	-21
O=C(c1ccco1)[C@@H]1[C@@H]2C(=O)N(c3ccc(F)cc3)C(=O)[C@@H]2C2c3ccccc3C=CN21 (stereo partly drawn)	1.1	25	0	0.8	-0.2	0	23	1.2	0.3	0.1	-12
CCOc1ccc2c(C)c(Cl)c(=O)oc2c1	0.9	7	12	0.9	0.2	nt	12	0.9	2.3	-0.3	3
COc1ccc(/C=N/NC(=O)CCCC(=O)NC2CCCCC2)cc1	1	-1	-5	1	-4.5	nt	-1	1	2.6	-0.3	3
COc1ccc(N2CSC3=C(C#N)C(c4cc(OC)c(OC)cc4OC)CC(=O)N3C2)c(OC)c1 (stereo not drawn)	0.6	44	12	0.3	-1.1	-16	66*	0.3	0.1	-0.3	3
CCCOc1ccc(N2C(=O)CC(SC(=NCC)NCC)C2=O)cc1 (stereo not drawn)	1.1	4	-6	1	-0.3	-17	0	1.1	3.1	-0.1	-14
COc1ccc(CCNC(=O)CCNS(=O)(=O)c2ccc3c(c2)CCN3C(C)=O)cc1OC	0.9	-1	0	0.9	-3.5	-4	12	0.9	-0.6	-0.3	15
O=C(NCc1ccccn1)c1ccc(Cn2cc(C(F)(F)F)ccc2=O)cc1	1	12	-4	1.1	-2.6	-13	-8	1.1	-0.2	0.2	-10
COc1ccccc1Nc1nc(-c2sc(NC(=O)C(C)(C)C)nc2C)cs1	0.8	2	100*	0.9	-3.9	nt	7	0.7	1.9	-0.3	-14
CCNC(=O)Cc1ccc(Br)cc1	0.9	9	-1	0.9	0.2	nt	10	0.9	1.4	0.2	4
CCCOc1ccc(N2C(=O)CC(N(CCOC34CC5CC(CC(C5)C3)C4)C(C)=O)C2=O)cc1 (stereo not drawn)	0.9	12	12	0.9	-0.1	-6	12	0.9	3.7	0.5	-10
O=C(Nc1cccc(C(=O)N2CCOCC2)c1)c1ncn[nH]1	0.9	6	-3	0.8	-4.7	-17	16	0.8	0.8	-0.5	-1

Overlap with the part before: 3 entries; new compounds follow.
SMILES	PMI act hi M6P	G6PDH CS	Lmaj promast	Diaph act CS	Redox H2O2 prof	S1P3 antagonist	Diaph inh CS	PMI activator	RAM inhibit	Hsp70 activator	TLR4-MyD88 BLA
CCNC(=O)Cc1ccc(Br)cc1	0.9	9	-1	0.9	0.2	nt	10	0.9	1.4	0.2	4
CCCOc1ccc(N2C(=O)CC(N(CCOC34CC5CC(CC(C5)C3)C4)C(C)=O)C2=O)cc1 (stereo not drawn)	0.9	12	12	0.9	-0.1	-6	12	0.9	3.7	0.5	-10
O=C(Nc1cccc(C(=O)N2CCOCC2)c1)c1ncn[nH]1	0.9	6	-3	0.8	-4.7	-17	16	0.8	0.8	-0.5	-1
O=C(O)COc1ccc(-c2nnn(Cc3ccccc3F)n2)cc1	1	2	-4	1	0.5	15	-1	0.9	-0.5	-0.5	13
C/C=N\NC(=O)CNC(=O)CNC(=O)c1ccccc1	1	8	-2	0.9	-0.1	-7	6	1	0.0	-0.2	1
CCn1nnnc1SCC(=O)N1CCOCC1	1.1	0	-2	1	1.4	-15	3	1	0.1	0.3	-7
O=C1NC(=S)S/C1=C1\Sc2ccccc2N1CCCS(=O)(=O)O	1	6	0	0.8	-0.5	-10	19	1.1	3.4	0.1	5
O=C(Nc1ccccc1)NC1(C(=O)NCc2ccco2)CCCCC1	1	-7	4	0.9	0.2	-8	11	1	0.5	0.4	5
O=C(CCc1ccccc1)Nc1nc2ccc(S(=O)(=O)N3CCOCC3)cc2s1	0.9	-4	-8	0.9	0.5	18	10	0.9	0.7	-0.1	11
COc1ccnc(Oc2ccc(F)cc2)c1C(=O)N/C=N/OCc1cccc(F)c1	0.9	1	4	1	-2.4	7	2	1	1.6	-0.3	1
COc1c(Br)cc(Br)cc1/C=C1/C(=O)N=C(N)N1C	0.9	-1	20	0.9	-1.1	-14	8	1.1	1.6	-0.2	-8
CCn1c(COc2ccc(Cl)cc2)nnc1SCC(=O)Nc1ccc2c(c1)OCCO2	1	17	3	1.1	-1.4	-9	-15	1.1	3.6	-0.2	-12
CCCS(=O)(=O)Nc1c(C(=O)OC)[nH]c2ccccc12	0.9	2	-1	0.8	0.8	8	16	0.9	0.0	-0.4	-4
Cc1cccc(NC(=S)NC(=O)CCc2ccccc2)c1	1	-3	-7	0.9	1.7	nt	14	0.9	-1.1	-0.4	6
N=c1c2c(-c3ccccc3)c(-c3ccccc3)n(Cc3ccco3)c2ncn1CCN1CCOCC1	1	-2	100*	0.9	1.8	-44	10	1	2.2	-0.2	17
NC(=O)Cn1c(=O)n(CCc2ccccc2)c(=O)c2c3c(sc21)CCCC3	0.9	12	-4	0.9	1.6	nt	8	0.9	0.4	0.0	-9
O=C(O)C1CCCCN1S(=O)(=O)c1ccccc1 (stereo not drawn)	1	-4	-5	0.9	-0.2	nt	9	1	0.8	-0.2	4
N#Cc1ccc2ccn(CC(=O)N3CCCc4ccccc43)c2c1	0.8	7	7	0.7	-0.2	-18	33	0.8	0.9	-0.1	2
O=c1c(Cl)c(Nc2cccc(Cl)c2)cnn1-c1nc2ccccc2s1	1	6	56*	0.9	-0.2	-1	13	0.9	3.4	-0.1	-12
Cc1[nH]c2ccc(Br)cc2c(=O)c1CN1CCOCC1	1	2	3	1	0.3	-23	2	1	2.0	-0.3	-16
Cc1ccc(-c2n[nH]c(=S)n2/N=C/c2c(C)nn(-c3ccccc3)c2C)cc1	1.1	-14	6	1.1	-0.2	5	-6	1	-0.3	-0.1	0
Cc1ncsc1CCOC(=O)c1ccccc1	1.3	-2	-5	0.9	0.1	-13	10	1.2	1.7	-0.1	-8
O=C(O)Cn1nnnc1-c1ccc(F)cc1	1.2	0	-8	1	1.1	-8	3	1	2.0	-0.2	3
COc1ccc(OC)c(NC(=O)Cc2coc3cc(C)cc(C)c23)c1	1	1	-5	0.9	-0.1	nt	8	1	7.9	-0.3	-6
Fc1ccc(N2CCN(Cc3ccccn3)CC2)cc1	1	4	-2	0.9	0.1	-12	7	1.1	1.2	-0.3	1
Cc1ccc(CNC(=O)CSCc2ccccc2)cc1	0.9	14	-8	0.9	-0.3	6	13	0.9	-1.8	-0.5	-3
COc1ccc(CC2(CO)CCN(Cc3cccc4nccnc34)CC2)cc1	1.1	4	27	1	-0.4	-5	-4	1	0.1	0.3	-8
CC1(C(=O)NCc2cccnc2)CCC(=O)N1Cc1cccs1 (stereo not drawn)	0.9	-1	-6	0.8	-0.2	14	16	0.9	1.6	-0.4	-8
O=[N+]([O-])c1ccc(Oc2cccc(F)c2)c2ccncc12	1	2	13	0.8	1.0	nt	18	0.9	0.0	-0.2	-2
COc1ccc(S(=O)(=O)c2nnn(-c3cccc(Cl)c3)c2N)cc1	0.9	4	-1	0.8	-0.5	-26	18	0.8	0.7	-0.1	2
